rad50: NCI yeast anticancer drug screen, S. cerevisiae rad50 strain. % growth inhibition at 50 µM. hit rate 10% among 79,000;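 further: 0% = growth of vehicle-only cultures of the same strain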
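Vehicle-treated cultures provide the reference for the growth inhibition reported for compound-exposed, repair-deficient yeast.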
sgs1 mgt1: NCI yeast anticancer drug screen, S. cerevisiae sgs1 mgt1 strain | AID 161 | hit rate 10% among 78,000 | % growth inhibition at 50 µM;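 further: 0% = growth of vehicle-only cultures of the same strain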
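Read-out: growth inhibition vs vehicle controls. Cells: mutant yeast strain deficient in DNA damage repair.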
yeast mec2-1: NCI yeast anticancer drug screen, S. cerevisiae mec2-1 strain | growth inhibition, % at 50 µM | AID 157 | hit rate 9% among 79,000;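 further: 0% = growth of vehicle-only cultures of the same strain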
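Using mec2-1 yeast: add compound, measure growth, express inhibition versus vehicle-treated cultures.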
yeast cln2 rad14: NCI yeast anticancer drug screen, S. cerevisiae cln2 rad14 strain | growth inhibition, % at 50 µM | hit rate 8.3% among 78,000;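 further: 0% = growth of vehicle-only cultures of the same strain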
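The screen exposed genetically defined yeast (cln2 rad14) to test compounds and scored growth inhibition relative to vehicle-treated controls.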
yeast bub3: NCI yeast anticancer drug screen, S. cerevisiae bub3 mutant strain. % growth inhibition at 50 µM. hit rate 9.9% among 78,000. AID 167;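 further: 0% = growth of vehicle-only cultures of the same strain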
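Steps: expose the mutant yeast strain to compound; grow alongside vehicle-treated cultures; measure growth; express inhibition against the vehicle cultures.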
mlh1 rad18: NCI yeast anticancer drug screen, S. cerevisiae mlh1 rad18 strain. hit rate 11% among 79,000. growth inhibition, % at 50 µM;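 further: 0% = growth of vehicle-only cultures of the same strain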
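Yeast w/ defined DNA-repair lesions; compound exposure; growth vs vehicle controls → % inhibition.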
Starred values were filed as active, the others as inactive; nt = not tested or not shown; & = joins results of further samples. No stated cut-off is given here; in the data, active means growth inhibition above about 70%; inactive means the rest.

SMILES | rad50 | sgs1 mgt1 | yeast mec2-1 | yeast cln2 rad14 | yeast bub3 | mlh1 rad18
CC1=C(C(=O)CC(=O)C(=O)Nc2ccc(Cl)cc2Cl)Sc2ccccc2N1 | -6 | -20 | -11 | -6 | 3 | 3
N/N=C/c1cccn1-c1ccccc1Cl | 34 | 27 | 15 | 0 | 28 | 15
CC(Cc1ccccc1)NNC(C)Cc1ccccc1 (stereo not given) | 99* | 76* | 96* | 83* | 95* | 99*
O=C(Nc1ccccc1-c1ccccc1)c1cccnc1 | 3 | 9 | 23 | 8 | -11 | 5
COc1c(Cl)cc([N+](=O)[O-])cc1C(=O)O | 6 | -4 | 26 | -16 | 16 | 17
O=C1c2ccccc2-c2cc([N+](=O)[O-])c([N+](=O)[O-])cc21 | 93* | 96* | 99* | 90* | 99* | 98*
CCc1cccc(C)c1NC(=O)CCc1nnc2s/c(=C\c3cccc4ccccc34)c(=O)n12 | 26 | 20 | 16 | 24 | 2 | 33
O=Cc1cc(-c2ccccc2)n(-c2ccccc2)c1-c1ccccc1 | 64 | 63 | 22 | 0 | 36 | 47
Nc1nc(N)c(Br)c(=O)[nH]1 | 9&-11 | -38&-11 | -25&-36 | -84&12 | -13&-11 | -21&-7
O=S1OC(c2ccccc2)(c2ccccc2)C(c2ccccc2)(c2ccccc2)O1 | -30 | 2 | -17 | 12 | -13 | -17
CC(O)c1ccc[cH-]1.CC(O)c1ccc[cH-]1.[Fe+2] (stereo not given) | -22 | -6 | 4 | -33 | 29 | 6
O=C1OC2(O)c3ccccc3C(=O)N2N2CCCCC12 (stereo not given) | -4 | 7 | 14 | -1 | 10 | -14
NC(=O)CCCC(=O)c1cccc([N+](=O)[O-])c1 | -14 | -17 | 2 | -43 | -1 | -25
Clc1sc2ccccc2c1Cl | 22 | 25 | -12 | 37 | -8 | 15
COc1ccc(C(C2=C(O)CC(C)OC2=O)C2=C(O)CC(C)OC2=O)cc1 (stereo not given) | -15 | -13 | -5 | -14 | -19 | -10
Cc1cc(C)c(C)c(C(=O)OC(C)(C)C)c1C | 12 | -5 | 4 | -5 | 0 | -15
COc1cc([C@H]2OC[C@H]3[C@@H]2CO[C@@H]3c2cc(OC)c3c(c2)OCO3)cc(OC)c1OC | 17 | 1 | -2 | 22 | 39 | -81
COC1=CC(=O)C(C#CCOCc2ccccc2)=CC1=O | 99* | 99* | 99* | 95* | 93* | 99*
COC(=O)C(C)OC(=O)C(C)Oc1cc(Cl)c(Cl)cc1Cl (stereo not given) | 5 | 10 | -13 | -60 | -3 | 1
N#Cc1cc([N+](=O)[O-])ccc1NC(=O)C(=O)Nn1c(=S)[nH]c2ccccc2c1=O | -2 | -35 | -3 | 15 | 10 | 6
CCCCc1nc2c([nH]1)c(=O)n(C)c(=O)n2C | 8 | 5 | -11 | 5 | -36 | 4
O=c1c2c([nH]n1-c1ccccc1)-c1ccccc1CS2 | 40 | 38 | 16 | 10 | 41 | 29
CC1=C(C)[C@]2(C)C(C)[C@]13Cn1c(=O)n(-c4ccccc4)c(=O)n1[C@@]32C (stereo not given in full) | 5 | 11 | 9 | 3 | 19 | -9
CCOC(=O)C1=C(C(=O)c2ccc(OC)cc2)C(c2ccc([N+](=O)[O-])cc2)C(C(=O)c2ccc(OC)cc2)=C(C(=O)OCC)N1 | 11 | 0 | 6 | 14 | 5 | -3
OC1(C#CC2(O)CCCC2)CCCC1 | -9 | 15 | -12 | -8 | -1 | 24

Another view of some results above:
Second line of a record: rad50	sgs1 mgt1	yeast mec2-1	yeast cln2 rad14	yeast bub3	mlh1 rad18
- Nc1nc(N)c(Br)c(=O)[nH]1
  9&-11	-38&-11	-25&-36	-84&12	-13&-11	-21&-7
- N/N=C/c1cccn1-c1ccccc1Cl
  34	27	15	0	28	15
- COC(=O)C(C)OC(=O)C(C)Oc1cc(Cl)c(Cl)cc1Cl (stereo not given)
  5	10	-13	-60	-3	1

Carrying on:
SMILES | rad50 | sgs1 mgt1 | yeast mec2-1 | yeast cln2 rad14 | yeast bub3 | mlh1 rad18
[Cl][Pt+2][Cl].[NH-]C1CCCCC1C1CCCCC1[NH-] (stereo not given) | 15 | -29 | -12 | -41 | -30 | -27
O=S(=O)(c1cc(Cl)ccc1Cl)N1CCN(S(=O)(=O)c2cc(Cl)ccc2Cl)CC1 | 19 | 26 | -6 | 13 | 9 | 27
CC1C2CC(CC(=O)N2)C1(C)C (stereo not given) | 16 | 22 | 22 | 15 | 11 | 14
CC(C)(C)C(=O)C(CC(=O)c1ccccc1)C(=O)C(C)(C)C | 14 | -24 | -24 | 20 | -17 | 10
COC(=O)c1cc(NC(=O)Nc2cccc(C(C)=O)c2)cc(C(=O)OC)c1 | -10 | 26 | 31 | -10 | 38 | 36
CCOc1cc2ccc3c4cc(OC)c(OC)cc4cnc3c2cc1OCC | -17 | -13 | -17 | 0 | -9 | -19
CCCNCCCCCCNc1cc(OC)cc2cccnc12 | 55 | 40 | 6 | 63 | 32 | 54
C=CCOC(=O)CC(O)C(=O)OCC=C (stereo not given) | 1 | -30 | -13 | 14 | 8 | -2
O=C(Nc1ccc(Cl)cc1)Oc1ccc(Cl)cc1C(=O)c1ccccc1 | 7 | 31 | 1 | 20 | 27 | 30
CCN(CC)CC(CN(CC)CC)N(C)CC(=O)Nc1c(C)cccc1C | 17 | 25 | 7 | 27 | 13 | 11
CC(=O)NC[Si](C)(C)c1ccccc1 | -22 | -19 | -17 | 1 | 6 | -43
C/C(CC(=O)Nc1ccc(NC(=O)/C(C)=N/NS(=O)(=O)c2ccc(C)cc2)cc1)=N\NS(=O)(=O)c1ccc(C)cc1 | 16 | -13 | 3 | -6 | -1 | 27
CC1CCC(=O)C=C1CCCC(=O)O (stereo not given) | 12 | 6 | 12 | 11 | 6 | -17
Oc1cccc2ccc(SSc3ccc4cccc(O)c4n3)nc12 | 92* | 93* | 96* | 75* | 90* | 93*
CCCCC(Nc1ccc([N+](=O)[O-])cc1[N+](=O)[O-])C(=O)O (stereo not given) | -7 | 25 | -3 | -8 | 13 | 20
COC(=O)C(=C/c1ccc(OC)cc1)/C(C(=O)O)=C(/C)c1ccccc1 | 10 | -14 | 17 | -11 | -19 | -10
CC(=N\N=C\c1ccccn1)/C(C)=N/N=C(C)/C(C)=N/N=C/c1ccccn1 | 29 | 8 | 18 | 11 | 2 | -23
NC1C(O)C(N)C(O)C(O)C1O (stereo not given) | 3 | 6 | 20 | 2 | -13 | 3
Cc1scnc1CCO | -22 | 1 | -5 | 14 | -4 | -18
O=C(O)/C=C/C(=O)Nc1ccccc1[N+](=O)[O-] | 11 | 12 | -16 | 2 | -8 | -12
COc1ccc(NC(=O)COc2ccc(Cl)cc2Cl)cc1 | 23 | 31 | 27 | 36 | 33 | 20
C/C(=N\Nc1ccccc1Br)c1cccc(/C(C)=N/Nc2ccccc2Br)n1 | -22 | -6 | -2 | -12 | 3 | 6
Cn1c(=O)c2c(ncn2C(C(N)=O)C(N)=O)n(C)c1=O | 17 | -12 | -1 | 18 | 8 | 14
Nc1ccc(Cn2ccc3c4c(N)nc(N)nc4ccc32)cc1 | 34 | 73* | 68 | 63 | 41 | nt
O=C(NC/C(Cl)=C/Cl)Nc1cccc2c1CCCC2 | -6 | 20 | -13 | -11 | 22 | 4
SMILES | rad50 | sgs1 mgt1 | yeast mec2-1 | yeast cln2 rad14 | yeast bub3 | mlh1 rad18
NC(=O)OCCOCCOC(N)=O | -18 | -6 | -17 | -26 | -3 | -18
Cc1cc(C)c(P2C(=C(O[Si](C(C)C)(C(C)C)C(C)C)C(C)(C)C)C2(c2ccccc2)c2ccccc2)c(C)c1 (stereo not given) | 20 | -25 | 4 | 18 | -1 | 14
C=C1SC(=Nc2cccc(OC)c2)N(c2nc(Cl)nc(Cl)n2)C1(C)C | -2 | 2 | -19 | 2 | 21 | 1
CC12CCC3c4ccc(O)cc4CCC3C1CC(OC1OC(C(=O)O)C(O)C(O)C1O)C2O (stereo not given) | 32 | 14 | 6 | 2 | 2 | 22
COc1ccc(-c2nc(N)c3ncn(C4OC(CO)C(O)C4O)c3n2)cc1 (stereo not given) | -13 | -7 | -24 | -12 | -27 | 15
Cc1c2oc(=O)c(C#N)cc2c2ccccn12 | -29 | -1 | -20 | 7 | 2 | -30
NC(=O)CC[n+]1ccc(C(=O)O)cc1 | -22 | -6 | -32 | 0 | -25 | -5
O=CC(=O)c1ccc(Br)cc1 | 14 | 13 | 19 | -1 | -7 | 19
O=C1CC2(CCCC2)C(=O)N1c1cccc(Cl)c1 | 3 | 11 | 3 | 6 | -9 | 5
Cn1c(=O)c2c(nc(NCCO)n2Cc2ccccc2)n(C)c1=O | 20 | 7 | 10 | 18 | 8 | 31
CC(C)C(=O)OC(C)C(=O)O (stereo not given) | 20 | 10 | 15 | 8 | -1 | 14
CC1=Nc2cc(C)c(C)cc2NC(=O)C1 | -17 | -6 | -44 | 20 | -22 | -2
COc1cc2cc3c4cc(OC)c(OC)cc4cc[n+]3cc2cc1OC | -4 | -3 | -54 | -12 | -16 | -68
C/C(=N/N)c1ccc([N+](=O)[O-])cc1 | 52 | 15 | 14 | 22 | 0 | 39
O=C1C(Cl)N(c2cccc(Cl)c2)C1c1c[nH]c2ccccc12 (stereo not given) | -34 | -18 | -44 | -22 | -44 | -20
CO[C@H]1CC[C@@]2(C)C(=CC[C@H]3[C@@H]4CC[C@H]([C@H](C)CCCC(C)C)[C@@]4(C)CC[C@@H]32)C1 | -5 | 18 | -20 | 25 | 17 | 9
CCN(CC)C(=O)C1CN2CCc3cc(OC)c(OC)cc3C2CC1O (stereo not given) | -28 | -3 | 1 | -47 | -6 | -5
CNC(=O)c1ccccc1Sc1ccccc1C(=O)NC | -14 | -6 | -12 | 10 | 7 | 8
O=S(=O)(Cc1ccccc1)CC(Br)CBr (stereo not given) | 83* | 96* | 97* | 27 | 95* | 97*
CC(C)N(C(=O)C12C3C4C5(C#N)C3C1(C#N)C5C42I)C(C)C (stereo not given) | 82* | 32 | 48 | 68 | 92* | 46
Cc1ccc(NCN2C(=O)c3ccccc3C2=O)c(C)n1 | 5 | 8 | -28 | 11 | 7 | -1
CCOC(=O)c1c(N)c2cnn(C)c2[nH]c1=O | -16 | -19 | -10 | -19 | 3 | -2
COC(=O)C(C(=O)C(=O)Nc1ccc(C)cc1C)c1nc2ccc([N+](=O)[O-])cc2[nH]c1=O (stereo not given) | 9 | 4 | -2 | 8 | 4 | 7
COc1ccc2c3c([nH]c2c1)C(C)N(S(=O)(=O)c1ccccc1)CC3 (stereo not given) | -8 | -3 | -1 | -5 | 8 | 6
O=C(NNC(=O)c1ccc2ccccc2c1)c1ccc(Cl)c(Cl)c1 | -13 | -3 | -23 | 17 | -5 | -14
Cn1c2ccccc2c2ccc3c(c21)C(=O)C(c1ccccc1)=CC3=O | 20 | -10 | -21 | 18 | -28 | -6
CCn1c2ccccc2c2ccc(N=Nc3ccc(N(C)C)cc3)cc21 | 77* | 80* | 78* | 86* | 82* | 83*
O=C(NCCCCCCNC(=O)c1ccccn1)c1ccccn1 | 0 | 9 | -10 | -7 | -15 | -1
O=C1CCCn2c(nc3ccccc32)N1 | 11 | -31 | 8 | -14 | -32 | -25
C(=N\N=C\c1c[nH]c2ccccc12)/c1c[nH]c2ccccc12 | -22 | nt | -22 | nt | nt | 0

Single records (already shown). Order of values: rad50	sgs1 mgt1	yeast mec2-1	yeast cln2 rad14	yeast bub3	mlh1 rad18
Profile of `C(=N\N=C\c1c[nH]c2ccccc12)/c1c[nH]c2ccccc12` → -22	nt	-22	nt	nt	0
Profile of `Cn1c(=O)c2c(nc(NCCO)n2Cc2ccccc2)n(C)c1=O` → 20	7	10	18	8	31
Profile of `CC(C)N(C(=O)C12C3C4C5(C#N)C3C1(C#N)C5C42I)C(C)C` (stereo not given) → 82*	32	48	68	92*	46

Among those listed so far, 3 contain a tert-butyl group:
SMILES | rad50 | sgs1 mgt1 | yeast mec2-1 | yeast cln2 rad14 | yeast bub3 | mlh1 rad18
Cc1cc(C)c(C)c(C(=O)OC(C)(C)C)c1C | 12 | -5 | 4 | -5 | 0 | -15
CC(C)(C)C(=O)C(CC(=O)c1ccccc1)C(=O)C(C)(C)C | 14 | -24 | -24 | 20 | -17 | 10
Cc1cc(C)c(P2C(=C(O[Si](C(C)C)(C(C)C)C(C)C)C(C)(C)C)C2(c2ccccc2)c2ccccc2)c(C)c1 (stereo not given) | 20 | -25 | 4 | 18 | -1 | 14

Limited to mlh1 rad18 (2 entries from above):
| Molecule | mlh1 rad18 |
| --- | --- |
| COc1ccc(-c2nc(N)c3ncn(C4OC(CO)C(O)C4O)c3n2)cc1 (stereo not given) | 15 |
| Cc1c2oc(=O)c(C#N)cc2c2ccccn12 | -30 |

From PubChem BioAssay
